# High-throughput results: PubChem BioAssay, National Center for Advancing Translational Sciences (NCATS)
# TexasRed fluor: Total Fluorescence Counterscreen for Inhibitors of the Interaction of Thyroid Hormone Receptor and Steroid Receptor Coregulator 2. TRb/SRC2 Texas Red total fluorescence interference. 0.29% of 280,000 active. Potency, µM (titrated, usually from 106 µM), for the others: top-dose fluorescence change, negative = quenching; active = well fitted curve in either direction with a large enough effect; inconclusive = small, poorly fitted or top-dose-only effect
#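 Human TRb ligand-binding domain at 0.6 uM with 20 nM Texas Red SRC2 peptide in Tris buffer containing 1 uM T3 and 5% DMSO, incubated with compound 5 h at ambient temperature. Total fluorescence (555/632 nm) calculated as parallel + 2 × perpendicular.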
# RECQ1 helicase: qHTS Assay for Inhibitors of RecQ-Like Dna Helicase 1 (RECQ1) | RECQ1 DNA unwinding, red fluorescence kinetic read | Potency, µM (series often up to 57.3 µM), for the others: top-dose activity, negative = inhibition, hits mostly inhibitors | 0.54% of 240,000 active | AID 2549, 2010;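 also: plate controls were vehicle for no effect and no enzyme for full effect; nearly all actives have a fitted effect of over 30% in size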
#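 50 nM RECQ1T1 preincubated 15 min with compound in Tris pH 8.0 buffer with MgCl2, DTT, Tween-20 and 2.5 ug/ml poly(dI-dC); started with 200 nM TAMRA/BHQ-2 forked duplex and 2 mM ATP. Unwinding read as fluorescence (525/598 nm), two reads 2 h apart.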
# L3MBTL1 block: qHTS Assay for the Inhibitors of L3MBTL1. AlphaScreen L3MBTL1–H3K9me1 peptide binding. 0.66% of 230,000 active. Potency, µM (highest dose often 57.1 µM), for inactives: top-dose activity, negative = inhibition, hits mostly inhibitors. Lethal(3)malignant brain tumor-like protein 1 (Homo sapiens), Q9Y468. AID 485360, 2010; also: nearly all actives have a fitted effect of over 60% in size
#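 AlphaScreen proximity signal between nickel-chelate acceptor and streptavidin donor beads (final 10 ug/mL) reports binding of 50 nM L3MBTL1 to 75 nM biotin-H3 K9me1 peptide; complex incubated with compounds 30 min at room temperature; cefsulodin titration as control.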
# TRb SRC2 PPI: qHTS for Inhibitors of the Interaction of Thyroid Hormone Receptor and Steroid Receptor Coregulator 2; Thyroid hormone receptor beta (Homo sapiens), P10828; AID 1469, 2008; Potency, µM (highest dose often 106 µM), for the others: at the top dose activity change, negative = inhibition, most hits filed as inhibitors; 0.065% of 280,000 active; TRbeta-SRC2 peptide binding, fluorescence polarization; receptor liganded with 1 µM T3;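 also: plate controls were bound peptide for no effect and peptide without receptor for full effect; nearly all actives have a fitted effect of over 50% in size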
# Target sequence (P10828 whole entry, looked up): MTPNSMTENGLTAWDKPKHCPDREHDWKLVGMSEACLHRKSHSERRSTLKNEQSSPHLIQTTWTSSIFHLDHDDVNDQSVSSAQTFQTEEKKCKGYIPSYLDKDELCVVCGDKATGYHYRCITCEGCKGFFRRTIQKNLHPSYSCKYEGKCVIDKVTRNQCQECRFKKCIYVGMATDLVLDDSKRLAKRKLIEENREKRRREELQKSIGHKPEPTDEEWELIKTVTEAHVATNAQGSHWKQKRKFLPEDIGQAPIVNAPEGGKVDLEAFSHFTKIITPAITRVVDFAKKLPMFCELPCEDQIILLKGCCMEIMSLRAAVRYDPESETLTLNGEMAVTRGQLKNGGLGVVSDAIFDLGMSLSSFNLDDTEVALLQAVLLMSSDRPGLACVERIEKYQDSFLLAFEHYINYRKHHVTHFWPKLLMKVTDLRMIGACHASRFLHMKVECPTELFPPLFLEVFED
#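 Compounds were added to 0.6 uM TRb ligand-binding domain and 20 nM Texas Red-labeled SRC2 peptide in Tris buffer containing 1 uM T3, incubated 5 hr at ambient temperature, then read by fluorescence polarization.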
# GAA spleen mod: qHTS Assay for Inhibitors and Activators of Human alpha-Glucosidase From Spleen Homogenate; Lysosomal alpha-glucosidase (Homo sapiens), P10253; Potency, µM (top dose mostly 79.9 µM), without a hit: top-dose activity change, negative = inhibition, actives largely listed as inhibitors; 0.006% of 240,000 active; human spleen homogenate, 4-MU-alpha-glucoside fluorescence;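 also: 0% = enzyme with vehicle and -100% = no enzyme basal signal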
#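 AC50 values come from Hill-equation fits of concentration-response data, normalized to no-enzyme and full-activity controls. Enzyme source: 1 ug human spleen homogenate; 1 mM fluorogenic 4-MU glucoside, pH 5.0 citrate buffer, 37 C, 40 min.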
# RGS12 GoLoco inh: qHTS Assay for Inhibitors of RGS12 GoLoco Motif Activity (Red Fluorophore). 0.44% of 230,000 active. Gai1:RGS12 GoLoco peptide FP, rhodamine, 10 min. Potency, µM (top dose mostly 61.6 µM), inactives show at the top dose activity, negative = inhibition, actives largely listed as inhibitors. Guanine nucleotide-binding protein G(i) subunit alpha-1 (Homo sapiens), P63096; active = well fitted inhibition curve with a large enough effect, not every such curve was filed as active; inactive = no such curve, though single readings can be large or run the other way; also: nearly all actives have a fitted effect of over 30% in size; many of its hits are not listed in these tables
# Target sequence (P63096 whole entry, looked up): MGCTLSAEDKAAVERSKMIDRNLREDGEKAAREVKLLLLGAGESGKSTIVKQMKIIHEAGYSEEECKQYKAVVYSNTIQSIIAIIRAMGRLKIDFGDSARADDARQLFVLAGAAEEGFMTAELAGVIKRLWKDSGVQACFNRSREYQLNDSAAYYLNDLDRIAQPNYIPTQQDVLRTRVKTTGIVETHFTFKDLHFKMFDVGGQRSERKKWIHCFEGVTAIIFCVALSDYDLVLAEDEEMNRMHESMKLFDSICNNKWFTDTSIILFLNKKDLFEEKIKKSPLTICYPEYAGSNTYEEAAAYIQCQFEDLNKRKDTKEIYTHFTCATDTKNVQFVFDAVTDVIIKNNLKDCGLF
# GAA glycogen mod: qHTS Assay for Inhibitors and Activators of Human alpha-Glucosidase Cleavage of Glycogen; Lysosomal alpha-glucosidase (Homo sapiens), P10253; recombinant GAA, glycogen substrate, Amplex Red glucose oxidase fluorescence; Potency, µM (series often up to 76.4 µM), for the others: at the highest dose activity change, negative = inhibition, actives largely listed as inhibitors; 0.38% of 300,000 active;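 also: 0% = full enzyme reaction and -100% = no-enzyme basal signal; the screen sought inhibitors and activators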
#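 Recombinant enzyme (4 nM final) with compounds titrated up to 77 uM and bovine liver glycogen (30 ug) in citrate pH 5.0, 0.01% Tween-20, 37 C 40 min. Released glucose detected by Amplex Red/glucose oxidase (Ex 573/Em 610); AC50 from Hill fits.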
# GAA inh: qHTS Assay for Inhibitors of Human alpha-Glucosidase as a Potential Chaperone Treatment of Pompe Disease; 0.005% of 200,000 active; Lysosomal alpha-glucosidase (Homo sapiens), P10253; purified human GAA, 4-MU-alpha-glucoside fluorescence; AID 1466, 2008; Potency, µM (series often up to 76.9 µM), for the others: top-dose activity change, negative = inhibition, actives largely listed as inhibitors;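 also: plate controls were uninhibited enzyme wells for no effect and no-enzyme background for full effect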
#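 Endpoint fluorogenic read: 20 min room-temperature reaction of 4 nM human alpha-glucosidase with 400 uM 4-methylumbelliferyl-alpha-D-pyranoside, pH 5.0, quenched with 1M NaOH/1M glycine pH 10. AC50 from Hill modeling.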
# * = called active by the depositor; i = inactive; ? = inconclusive; . = no result given; & = joins results of further samples; [ ] = dose if it differs, or a comment. Unless noted, calls follow the shape of the dose curve; as a rule, active = well fitted curve in the direction sought with a large enough effect; inconclusive = small, poorly fitted or top-dose-only effect, or another doubt; inactive = no such curve, though single readings can be large; an effect the other way counts as inactive or inconclusive. Unless noted, % is scaled to controls: 0 for no effect and ±100 for the full control effect; potency is read from the fitted curve at half-maximal effect. The list is partial (hit frequency here may not be typical).
SMILES,TexasRed fluor,RECQ1 helicase,L3MBTL1 block,TRb SRC2 PPI,GAA spleen mod,RGS12 GoLoco inh,GAA glycogen mod,GAA inh
C/C=C(\C)C(=O)Nc1cccc(C2=NOC3(C2)C[C@H](C(N)=O)N(C(=O)c2cc([N+](=O)[O-])cc([N+](=O)[O-])c2)C3)c1 (stereo partly drawn),2%,i,.,1%,1%,3%,3%,.
COc1cc(C2Nc3cccc4cccc(c34)N2)cc(OC)c1OC(C)=O,-6%,8%,?,-20%,7%,-12%,?,-6%
COC(=O)c1ccccc1NS(=O)(=O)c1ccc(Cl)nc1,-2%,-10%,6%,0%,-4%,5%,1%,3%
Cc1ccc(-n2c(SCC(=O)N3CCCCC3)nc(O)cc2=O)cc1,2%,-6%,.,1%,3%,22%,-3%,.
COCCCNC(=S)N/N=C/c1cccc(OC)c1O,-2%,i,-3%,-1%,7%,10%,?,-11%
N#Cc1c(-c2ccccc2)cc(-c2ccccc2)nc1SCC(=O)NCC(=O)O,0%,i,8%,6%,5%,4%,3%,5%
CCOC(=O)c1c(Cc2ccc(Cl)cc2)c[nH]c1C,0%,-4%,8%,9%,-11%,13%,-7%,-5%
COc1cc(OC)c(-c2nc3c[n+](CC(=O)c4ccccc4)ccc3n2C)cc1OC,2%,11%,-8%,7%,-2%,-19%,1%,2%
O=C(CN1c2cccc3cccc(c23)S1(=O)=O)Nc1ccc(S(=O)(=O)N2CCOCC2)cc1,-2%,-3%,-20%,10%,-5%,41%[activator],-5%,4%
Cc1nc2oc3ccccc3c(=O)c2c(=O)n1Cc1ccccc1,-1%,-7%,.,0%,5%,8%,1%,-20%
CCOC(CNC(=O)c1ccc2c(c1)nc(C)n2-c1cccc(F)c1)OCC,4%,1%,29%,2%,-12%,-1%,-3%,-1%
CC(=O)Nc1ccc(S(=O)(=O)N(C)CC(=O)OCC(=O)NC(C)C23CC4CC(CC(C4)C2)C3)cc1 (stereo not drawn),?,-7%,3%,3%,-6%,-18%,8%,-3%
CNC(=O)c1ccc(-n2cccn2)nc1,-3%,3%,7%,-1%,5%,-2%,2%,4%
CCOC(=O)/C=C(C)\C=C\c1c[nH]c2ccccc12,-3%,-8%,-25%,8%,-9%,11%,-13%,.
CCN1C(C)=C(C(=O)OC)C(c2ccccc2)N2C(=O)[C@](O)(C(=O)OC)CC(C#N)=C12 (stereo partly drawn),-2%[11.2 µM],10%[11.5 µM],.,2%[11.2 µM],0%[17.4 µM],.,.,.
CC(C)(C)c1nc(N2CCN(C(=O)c3ccco3)CC2)c2nnn(Cc3ccccc3)c2n1,-4%,-11%,-19%,-9%,-3%,9%,-4%,?
C/C(=N/NC(=O)c1cc(C(C)C)[nH]n1)c1cccs1,2%,i,9%,-2%,-3%,0%,1%,-2%
CCOC(=O)CCCNC(=O)c1cncc(O)c1,-10%,-7%,.,1%,-4%,9%,3%,-7%
CSc1nc2ccccc2n1CC(=O)Nc1ccc(C)c(C)c1,-5%,i,4%,-6%,-4%,7%,6%,-1%
O=c1c(Cl)c(N2CCN(c3ccccc3)CC2)cnn1C12CC3CC(CC(C3)C1)C2,-4%,1%,2%,-1%,-8%,2%,15%,-5%
Cc1ccc2cc3c(N)c(C(=O)N4CC(=O)Nc5ccccc54)sc3nc2c1,-3%,i,9%,2%,-14%,27%,8%,-1%
C#CCOCCOCCOCCNc1nc(N2CCN(C(=O)[C@H]([C@@H](C)CC)n3cc([C@@H](N)Cc4ccc(O)cc4)nn3)CC2)nc(N2CCN(C(=O)[C@H]([C@@H](C)CC)n3cc([C@@H](N)Cc4ccc(O)cc4)nn3)CC2)n1,-2%,i,-16%,-6%,4%,-2%,3%,.
Cc1cccc(C(=O)NC2CCN(S(=O)(=O)c3ccccc3)CC2)c1,-1%,-9%,-2%,1%,-5%,22%,20%,5%
COc1cccc(CNc2ccc(S(N)(=O)=O)cc2)c1OCc1ccccc1F,1%,-1%,-6%,1%,9%,16%,-6%,-12%
Cc1nc(SCC(=O)NCc2ccc3c(c2)OCO3)c(C#N)c2c1CCCC2,1%,i,-4%,0%,-4%,-5%,-1%,-16%
c1cc(C2CCCCC2)ccc1Oc1nc(N2CCOCC2)nc(N2CCOCC2)n1,-2%,-9%,6%,-2%,-6%,7%,-1%,0%
OC(c1cccs1)c1nccc2ccccc12 (stereo not drawn),3%,i,.,2%,4%,4%,5%,-1%
CC(C)CCNC(=O)COC(=O)c1ccc(Br)o1,-1%,-14%,.,4%,-3%,7%,8%,3%
Cc1cc(NC(=O)Cn2c(=O)c3c(ncn3CCC(C)C)n(Cc3ccccc3)c2=O)no1,-4%&-3%,-1%&0%,-5%,-5%&-3%,-5%&-5%,17%&4%,-6%&-3%,?
COc1ccc(NC(=O)COC(=O)C2CC3C=CC2C3)cc1 (stereo not drawn),0%,21%,1%[11.4 µM],-6%,-17%,5%,17%,6%
O=C(N/N=C/C(Br)=C/c1ccccc1)C1CC1,-1%,-2%,.,-9%,-5%,-5%,2%,-6%
CC1CC(C)CN(C(=O)C(NS(=O)(=O)c2ccc3c(c2)oc(=O)n3C)C(C)C)C1 (stereo not drawn),-7%,-4%,1%,0%,-13%,4%,-8%,-6%[15.4 µM]
Cc1ccccc1OCC(=O)N/N=C/C=C/c1ccccc1,-3%,-5%,.,2%,-6%,8%,6%,1%
CCCC12CN(C(=O)c3ccc([N+](=O)[O-])cc3)CC(C)(CN(C(=O)c3ccc([N+](=O)[O-])cc3)C1)C2=O,0%,-3%,11%,5%,7%,2%,2%,.
Cc1cc(C)nc(SCc2cc(=O)c(OC(=O)c3cc([N+](=O)[O-])ccc3Cl)co2)n1,-4%,-3%,-4%,5%,-3%,8%,-22%,4%
COc1ccc(/C=C/C(=O)c2ccc(NS(=O)(=O)c3ccc(C)cc3)cc2)cc1O,-9%,-9%,-2%,0%,-2%,0%,-11%,-5%
CN(C)/C=N/c1sc2c(c1C#N)CC(C)(C)NC2(C)C,0%,i,-2%,0%,3%,0%,9%,?
C=CC[C@@H]1C=C[C@@H](O/N=C(/C)CCC(=O)OC[C@@H]2O[C@H](C#Cc3ccccc3)C=C[C@@H]2Oc2ccc(C)cc2)[C@@H](CO)O1,-1%[11.2 µM],i[11.5 µM],.,-2%[11.2 µM],-1%[17.4 µM],.,.,.
COc1cccc(NC(=O)c2ccc(C(=O)c3ccccc3)o2)c1,0%,7%,-6%,0%,-3%,-3%,12%,-6%
COc1cc(OC)cc(C(=O)NCC(=O)OCC(=O)Nc2cc(S(C)(=O)=O)ccc2Cl)c1,0%,-1%,-4%,-6%,-2%,7%,4%,.
CCN(CC)c1ccc(N2C(=O)CSC2=S)cc1,4%,-4%,2%,-5%,-4%,3%,-10%,-10%
CCOC(=O)c1c(C)[nH]c(C)c1C(=O)CSc1nnc(-c2cc(OC)c(OC)c(OC)c2)o1,-3%,-6%,-2%,-6%,11%,2%,2%,-4%
O=C(CN1C(=O)/C(=C/c2ccccc2)SC1=S)NNC(=O)c1ccccc1O,0%,-2%,?,0%,1%,13%,0%,3%
COc1ccc(Nc2ncnc3sc(-c4ccccc4)cc23)cc1,-9%,-7%,24%,-12%,9%,11%,-8%,4%
Cc1cc(C)n(C(=O)Cn2nc([N+](=O)[O-])c(Br)c2C)n1,2%,i,.,-3%,-1%,0%,-8%,-4%
CN1CCN(NC(=O)C2CC2)CC1,1%,-4%,2%,-4%,-6%,4%,16%,2%

# Compound profiles (already shown). Screens in order: TexasRed fluor, RECQ1 helicase, L3MBTL1 block, TRb SRC2 PPI, GAA spleen mod, RGS12 GoLoco inh, GAA glycogen mod, GAA inh
# Record of CCOC(=O)c1c(C)[nH]c(C)c1C(=O)CSc1nnc(-c2cc(OC)c(OC)c(OC)c2)o1 → -3%, -6%, -2%, -6%, 11%, 2%, 2%, -4%
# Record of Cc1cc(C)nc(SCc2cc(=O)c(OC(=O)c3cc([N+](=O)[O-])ccc3Cl)co2)n1 → -4%, -3%, -4%, 5%, -3%, 8%, -22%, 4%

# Structures above containing an aryl thioether with sulfur outside any ring (6):
SMILES,TexasRed fluor,RECQ1 helicase,L3MBTL1 block,TRb SRC2 PPI,GAA spleen mod,RGS12 GoLoco inh,GAA glycogen mod,GAA inh
Cc1ccc(-n2c(SCC(=O)N3CCCCC3)nc(O)cc2=O)cc1,2%,-6%,.,1%,3%,22%,-3%,.
N#Cc1c(-c2ccccc2)cc(-c2ccccc2)nc1SCC(=O)NCC(=O)O,0%,i,8%,6%,5%,4%,3%,5%
CSc1nc2ccccc2n1CC(=O)Nc1ccc(C)c(C)c1,-5%,i,4%,-6%,-4%,7%,6%,-1%
Cc1nc(SCC(=O)NCc2ccc3c(c2)OCO3)c(C#N)c2c1CCCC2,1%,i,-4%,0%,-4%,-5%,-1%,-16%
Cc1cc(C)nc(SCc2cc(=O)c(OC(=O)c3cc([N+](=O)[O-])ccc3Cl)co2)n1,-4%,-3%,-4%,5%,-3%,8%,-22%,4%
CCOC(=O)c1c(C)[nH]c(C)c1C(=O)CSc1nnc(-c2cc(OC)c(OC)c(OC)c2)o1,-3%,-6%,-2%,-6%,11%,2%,2%,-4%
